# Source: PubChem
# Cneo AK release: Cryptococcus neoformans cell lysis inducers, primary screen, AK release luminescence, single concentration | C. neoformans lysis, adenylate kinase release luminescence, 4 h; normalised: neutral wells 0, clomiphene wells 100 | lysis activity, % at 15 µM | actives 0.2% (n = 360,000);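 active means mean lysis activity across replicates of at least 80%, whatever share of replicates individually reach that level; inactive means mean lysis activity below 80%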
#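 Assay system: C. neoformans cells. Amount: yeast cell density of 5 × 10^6 cells/mL. Technique: AK luminescence. Buffer or medium: YPD. Times: static 4 h at 37 °C with compound, 1 h detection. Dosing: single-point compound dose. Read-out: lysis from increased AK signal.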
# miR-122 sensor: miR-122 Renilla sensor signal increase in Huh7, primary screen, miR-122 inhibitor project, cell-based, single point, plate reader; Huh7 miR-122 Renilla luciferase sensor, 48 h; neutral wells = 0, positive control = 100; activation (reporter increase), % at 12.5 µM; actives 0.3% (n = 340,000); AID 602342, 2012;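 active means mean replicate activation score at least 90 and every replicate individually at or above 90; inconclusive means only one of the two criteria met; inactive means neither criterion met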;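 further: higher luciferase means less miR-122 activity so hits act as miR-122 inhibitors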
# PGC1a acetyl inh: inhibitors of PGC1a acetylation signal, primary screen, cell-based, U2OS, AlphaScreen, inhibitor mode. actives 0.17% (n = 350,000). inhibition, % at 15.6 µM. AlphaScreen anti-acetyl-lysine; with virally co-expressed GCN5 acetyltransferase;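 active means every replicate shows inhibition of at least 40%; inconclusive means mean inhibition at least 40% but some replicate below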;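 further: 0% = neutral control wells and 100% = positive control wells; some results beyond the cut were filed as inactive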
# * = called active by the depositor; ? = inconclusive. The list is partial; the hit share may differ from the screen's.
SMILES,Cneo AK release,miR-122 sensor,PGC1a acetyl inh
CNC(C(=O)c1ccccc1)C(OC)c1ccccc1 (stereo unspecified),-0.2,-9.4,11.4
CC(C)OC12Oc3ccccc3C=C1N1CCC2CC1 (stereo unspecified),-13.3,-4.3,6.6
COc1ccccc1N(CC(=O)NC1CCCCC1)C(=O)c1cnn(C(C)C)c1,-3.9,-1.5,-5.2
Cn1c2ccccc2c2c(C(=O)N3CCC4(CC3)OCCO4)cn(C3CCCC3)c(=O)c21,-1.6,0.8,-8.0
Cc1cc(C)cc(N2C(=O)NC(=O)/C(=C\c3cccn3-c3ccc(Cl)cc3)C2=O)c1,-1.6,-4.7,18.7
CC1(C)CC(=O)C=C(NCCN2CCN(C(=O)Cc3ccc(Cl)cc3)CC2)C1,0.0,-0.8,1.0
Cn1cccc1CNCCc1ccccc1F,2.9,-2.0,14.2
C=C(C)[C@@]12OC3(c4ccccc4)O[C@@H]1C1[C@@H]4O[C@]4(CO)[C@@H](O)[C@]4(O)C(=O)C(C)=C[C@H]4[C@@]1(O3)[C@H](C)[C@H]2OC(=O)/C=C/C=C/c1ccccc1 (stereo partly specified),0.1,-3.9,13.3
CC1=NN(c2ccccc2)C(=O)C1/C=C1\C(=O)NC(=O)N(c2cc(C)cc(C)c2)C1=O (stereo unspecified),-4.1,-3.2,4.1
Cn1c(=O)n(CC(=O)N2CCC3(CC2)OCCO3)c(=O)c2ccccc21,0.3,-3.6,14.8
O=C1/C(=C/c2ccccc2)C[C@@]2(O)[C@H]3Cc4ccc(O)c5c4[C@@]2(CCN3CC2CC2)C1O5 (stereo partly specified),3.2,-23.6,?
O=C(Nc1ccc(Cl)cc1C(=O)c1ccccc1)c1ccc(Br)o1,-0.4,-1.1,-9.9
Cc1ccc2c(c1)CNc1ccccc1O2,0.3,0.5,2.9
Cc1ccc(C(=O)C2CN3CCC2CC3)cc1 (stereo unspecified),-3.9,-0.8,-15.4
CCN1C[C@@]2(COC)C3[C@@H](OC)[C@H]4[C@@H]1[C@@]3(C1C[C@@]3(O)[C@H](OC(=O)c5ccccc5)C1[C@]4(OC(C)=O)[C@@H](O)[C@H]3OC)[C@@H](OC)C[C@H]2O (stereo partly specified),-2.0,-2.3,20.9
CC(=O)OC(C)(C)/C=C/C(=O)[C@](C)(O)[C@H]1[C@H](O)C[C@@]2(C)[C@@H]3CC=C4[C@H](C[C@H](O)C(=O)C4(C)C)[C@]3(C)C(=O)C[C@]12C,-0.5,-14.6,88.1*
CCn1c(C)c(C(=O)O)c2cc(OC)ccc21,-4.3,-5.5,0.3
CN1C(=O)C(=Cc2ccc(OCC(=O)Nc3ccccc3)cc2)C(=O)N(C)C1=O,-0.3,-3.1,-4.4
CCOC(=O)c1c(N)n(CCN2CCOCC2)c2nc3ccccc3nc12,-1.1,-6.1,-8.1
CC1=CC2/C=C(\C)CCC(O)C(O)/C=C/C(=O)C23C(=O)NC(CC(C)C)C3C1C (stereo unspecified),5.1,-21.0,39.6

# 16 structures from above, arranged by SMILES length, rising:
SMILES,Cneo AK release,miR-122 sensor,PGC1a acetyl inh
Cn1cccc1CNCCc1ccccc1F,2.9,-2.0,14.2
Cc1ccc2c(c1)CNc1ccccc1O2,0.3,0.5,2.9
Cc1ccc(C(=O)C2CN3CCC2CC3)cc1 (stereo unspecified),-3.9,-0.8,-15.4
CCn1c(C)c(C(=O)O)c2cc(OC)ccc21,-4.3,-5.5,0.3
CC(C)OC12Oc3ccccc3C=C1N1CCC2CC1 (stereo unspecified),-13.3,-4.3,6.6
O=C(Nc1ccc(Cl)cc1C(=O)c1ccccc1)c1ccc(Br)o1,-0.4,-1.1,-9.9
COc1ccccc1N(CC(=O)NC1CCCCC1)C(=O)c1cnn(C(C)C)c1,-3.9,-1.5,-5.2
CC1(C)CC(=O)C=C(NCCN2CCN(C(=O)Cc3ccc(Cl)cc3)CC2)C1,0.0,-0.8,1.0
CN1C(=O)C(=Cc2ccc(OCC(=O)Nc3ccccc3)cc2)C(=O)N(C)C1=O,-0.3,-3.1,-4.4
Cn1c2ccccc2c2c(C(=O)N3CCC4(CC3)OCCO4)cn(C3CCCC3)c(=O)c21,-1.6,0.8,-8.0
CC1=CC2/C=C(\C)CCC(O)C(O)/C=C/C(=O)C23C(=O)NC(CC(C)C)C3C1C (stereo unspecified),5.1,-21.0,39.6
CC1=NN(c2ccccc2)C(=O)C1/C=C1\C(=O)NC(=O)N(c2cc(C)cc(C)c2)C1=O (stereo unspecified),-4.1,-3.2,4.1
O=C1/C(=C/c2ccccc2)C[C@@]2(O)[C@H]3Cc4ccc(O)c5c4[C@@]2(CCN3CC2CC2)C1O5 (stereo partly specified),3.2,-23.6,?
CC(=O)OC(C)(C)/C=C/C(=O)[C@](C)(O)[C@H]1[C@H](O)C[C@@]2(C)[C@@H]3CC=C4[C@H](C[C@H](O)C(=O)C4(C)C)[C@]3(C)C(=O)C[C@]12C,-0.5,-14.6,88.1*
CCN1C[C@@]2(COC)C3[C@@H](OC)[C@H]4[C@@H]1[C@@]3(C1C[C@@]3(O)[C@H](OC(=O)c5ccccc5)C1[C@]4(OC(C)=O)[C@@H](O)[C@H]3OC)[C@@H](OC)C[C@H]2O (stereo partly specified),-2.0,-2.3,20.9
C=C(C)[C@@]12OC3(c4ccccc4)O[C@@H]1C1[C@@H]4O[C@]4(CO)[C@@H](O)[C@]4(O)C(=O)C(C)=C[C@H]4[C@@]1(O3)[C@H](C)[C@H]2OC(=O)/C=C/C=C/c1ccccc1 (stereo partly specified),0.1,-3.9,13.3

# The listing continues:
SMILES,Cneo AK release,miR-122 sensor,PGC1a acetyl inh
CC1=C(C(=O)OC(C)C)[C@]2(C(=O)N(CC(N)=O)c3ccccc32)C(C#N)=C(N)O1,3.1,-2.1,-3.3
Cc1cccc(CN(C)C)c1OC(=O)N(C)C,0.5,-3.1,6.2
CCCc1[nH]nc2c1C1(C(=O)N(Cc3ccccc3)c3ccccc31)C(C(=O)OC)=C(N)O2 (stereo unspecified),-2.6,3.8,0.5
CCN(CC)CCN=Cc1c(O)n(C2CCCCCC2)c(=O)[nH]c1=O,-1.6,-8.5,-18.0
Cc1ccc2cc3cc(C(=O)N4CCC5(CC4)OCCO5)oc3nc2c1,-0.3,-13.7,10.8
COC(=O)C1C2CC[C@@H](CC1OC(=O)c1ccccc1)N2 (stereo partly specified),-1.1,0.0,2.2
O=C(CSc1ccccc1)N1CCC2(CC1)OCCO2,-2.1,0.2,15.5
O=c1c2ccccc2nc(-c2ccco2)n1-c1ccccn1,0.2,-2.8,8.9
CC(=NCc1ccc2c(c1)OCO2)c1c(O)[nH]c(=O)[nH]c1=O,3.3,3.9,11.8
COc1ccc(-n2c(SC)nc3ccccc3c2=O)cc1,-2.3,-1.6,3.6
C=Cn1ccnc1P(=S)(c1cc(N(CC)CC)ns1)c1nccn1C=C,0.5,5.9,-42.0
N=C1c2ccccc2CN1NC(=O)c1ccc(Cl)cc1,1.3,4.0,-18.1
CCCCn1c(N)c(C(=O)NCCN2CCOCC2)c2nc3ccccc3nc21,-1.5,1.6,6.6
Clc1ccccc1CN1CCN(c2cccc3[nH]ccc23)CC1,-5.3,6.5,-3.8
COc1cccc(-n2c(O)c(C=NCc3ccc4c(c3)OCO4)c(=O)[nH]c2=O)c1,0.8,0.7,2.1
O=C(Oc1c(Cl)cc(Cl)c2ccccc12)N1CCCCC1,-5.1,15.2,-5.2
CN(C)CCN=Cc1c(O)n(CCC2=CCCCC2)c(=O)[nH]c1=O,0.0,3.0,2.1
CCOc1ccccc1-n1c(O)c(C=Nc2ccc(N(CC)CC)cc2)c(=O)[nH]c1=O,4.1,5.9,4.3
COCCOC(=O)C1=C(C)OC(N)=C(C(=O)OC)C12C(=O)Nc1ccccc12 (stereo unspecified),-1.7,12.4,3.8
COCCCn1c(N)c(C(=O)Nc2sc3c(c2C(=O)OC)CCCC3)c2nc3ccccc3nc21,-0.5,3.1,0.1
CC(=O)O[C@H]1C[C@@H]2CC[C@@H]3[C@H](CC[C@]4(C)C(=O)CC[C@@H]34)[C@@]2(C)C[C@@H]1OC(C)=O,-3.9,6.2,-8.7
CCOC(=O)c1ccc(N2C(=O)CC(N3CC=C(c4ccc(F)cc4)CC3)C2=O)cc1 (stereo unspecified),0.4,-3.5,3.7
O=C(COc1ccc(Cl)cc1)NC1CN2CCC1CC2 (stereo unspecified),-0.2,-4.6,-15.6
COc1ccc(C(=O)C(C)(C)NO)cc1,-2.0,-6.1,-11.1
O=C1NC(=O)C(=Cc2ccc(-c3ccc(Cl)cc3)o2)C(=O)N1,-3.9,1.7,5.1
CCc1nnc(NC(=O)CCc2nc(C3=CCN(C)CC3)no2)s1,0.2,1.8,-11.1
COc1ccc(OCC(=O)N2CCN(C(C)C)CC2)cc1,0.8,-0.4,-17.7
CCCCSP1(=S)NCCCN1,-1.0,1.9,0.5
CCOP(=O)(OCC)C(c1ccccc1)N(C)C=O (stereo unspecified),5.3,-7.5,12.0
Cn1ncnc2c(=O)n(C)c(=O)nc1-2,-10.9,-12.5,100.1*
CC(O)(CS(=O)(=O)c1ccccc1)C(=O)Nc1ccc(C(F)(F)F)cc1 (stereo unspecified),3.6,-3.7,3.8
Cc1ccc(CN2CC3CC(C2)c2cccc(=O)n2C3)cc1 (stereo unspecified),-1.7,-8.5,-13.5
COc1ccccc1CC1C(=O)C2CCN1CC2 (stereo unspecified),2.6,3.5,5.8
CCCS(=O)(=O)N1CCCC(C(=O)N2CCC3(CC2)OCCO3)C1 (stereo unspecified),0.9,1.8,3.2
COc1ccc(OCC(=O)Nc2ccc(Cl)cc2C(=O)c2ccccc2)cc1,1.4,26.4,-6.8
c1cc2c(cc1CCNC1CCCCCC1)OCO2,-1.7,6.1,1.8
CCCCc1nc2ccccc2c(=O)n1-c1ccccc1O,1.5,9.0,-6.4
CC12CCCCC1N(O)CN2O (stereo unspecified),4.8,-5.8,-0.2
CCN(CC)CCCN=Cc1c(O)n(-c2cccc(C)c2C)c(=O)[nH]c1=O,0.8,-1.0,-2.1
CCOC(=O)N1CCN(C(C)C(=O)c2c[nH]c3ccccc23)CC1 (stereo unspecified),-0.2,6.1,3.9
Cc1nc2nc(C)c(CCC(=O)N3CCC4(CC3)OCCO4)c(C)n2n1,-0.8,-5.9,-3.0
O=[P+](Cc1ccccc1)Cc1ccccc1,-1.6,-7.2,3.9
CC(=Nc1ccc2c(c1)CCC2)c1c(O)n(C)c(=O)n(C)c1=O,0.2,0.0,3.3
CC(=O)O[C@H]1CC[C@@]2(C)C(=CC[C@@H]3[C@@H]2CC[C@]2(C)C(=O)CC[C@@H]32)C1,1.1,-9.4,-8.7
Cc1ccc(S(=O)(=O)NCC2CCC(C(=O)N3CCC4(CC3)OCCO4)CC2)cc1 (stereo unspecified),-0.3,2.2,3.0
O=C(c1ccc2c(c1)OCO2)N1CCC2(CC1)OCCO2,0.8,0.4,-3.4
O=P1(NCc2ccco2)COc2ccccc2OC1,1.1,-2.7,-0.7
Cc1cccc(N2C(=O)/C(=C/c3ccc(CN(CCC#N)S(C)(=O)=O)o3)C(=O)NC2=S)c1,6.6,-2.5,1.9
CCOC(=O)c1c(/N=C/c2c(O)n(-c3ccccc3F)c(=S)[nH]c2=O)sc2c1CCCC2,-0.1,5.4,3.5
O=c1[nH]c(=O)n(Cc2ccccc2)c(O)c1C=NCCCn1ccnc1,5.1,4.4,-3.9
CNCCc1c[nH]c2ccccc12,0.6,-0.7,18.6
N[C@@H](Cc1c[nH]c2ccccc12)c1nnc(SCc2c(F)cccc2Cl)o1,-1.9,-5.8,-11.3
O=C(COc1ccc(S(=O)(=O)N2CCCCC2)cc1)N1CCN(Cc2ccccc2)CC1,1.2,7.3,-7.1
Cc1ccc(OCC(=O)N2CCN(C)CC2)c(Br)c1,0.4,-3.2,5.7
CCN(CC)CCCN=Cc1c(O)n(Cc2ccc(F)cc2)c(=O)[nH]c1=O,-1.0,4.5,-7.3
COc1ccccc1-n1c(O)c(C=NCCCn2ccnc2)c(=O)[nH]c1=O,5.7,-3.7,8.0
CN1C(=O)C(Cc2ccsc2)C(=O)N(C)C1=O,0.0,-13.9,1.4
C/C(CCc1c[nH]c2ccccc12)=N\O,0.4,0.5,10.3
Cc1ccc(-c2nc3ccccc3c(=O)n2-n2cccc2)cc1,-1.0,16.0,-17.1
